Compound activity from PubChem BioAssay.
RTF Ca sens inh – cardiac RTF calcium sensitivity inhibitors, primary screen, biochemical, IANBD-TnC fluorescence, EC70 calcium. Troponin I, cardiac muscle (Homo sapiens) + Troponin T, cardiac muscle (Homo sapiens) + …. IANBD-labeled cardiac RTF, Ca2+ fluorescence. inhibition, % at 7.15 µM. hit rate 0.12% among 340,000;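 active = inhibition above the mean inhibition of all tested compounds plus 3 SD, cut at about 17% in these data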;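 also: assay run at fixed EC70 calcium of 1.6 mM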
V-ATPase pHluor – regulators of yeast V-ATPase proton pumping, primary screen, pHLuorin cytosolic pH fluorescence; S. cerevisiae; response, % at 10 µM; hit rate 0.37% among 350,000; AID 504577, 2011; in the data active = response mostly above about 7.3%, no sharp cut-off; inactive = mostly below about 5.4%; also: actives read high; inactives centre near 0; some compounds called inactive have numbers as strong as hits; reference of the scale not given here
Keap1-Nrf2 PPI – Keap1-Nrf2 protein-protein interaction inhibitors, primary screen, biochemical, fluorescence polarization, single point. Keap1 Kelch-Nrf2 peptide fluorescence polarization, 1536-well. inhibition, % at 9.4 µM. hit rate 0.15% among 340,000; in the data active = inhibition above about 12%;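 also: human Keap1 Kelch domain with fluorescein labeled Nrf2 9mer peptide probe; 0% = neutral control wells and 100% = peptide positive control; higher means more block of Keap1 binding to Nrf2 peptide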
Pemphigus Ab inh – inhibitors of pemphigus antibody binding to DSG3, primary screen, biochemical, bead-based, flow cytometry, scFv-GFP; Desmoglein-3 (Homo sapiens), P32926; DSG3-coupled beads, scFv-anti-DSG3-GFP binding; hits give low values; binding (percent of control), % at 10 µM; hit rate 0.48% among 310,000; AID 588358, 2011;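 active = binding more than 3 SD below its plate's average and above zero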;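 also: hits lower antibody fragment binding to DSG3; some compounds called inactive have numbers as strong as hits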
DAGLB inhibitor – DAGLB lipase inhibitors, primary screen, biochemical, fluorescence, HTS; hit rate 0.059% among 340,000; inhibition, % at 5.17 µM; HEK293T DAGLB membrane lysate, EnzChek fluorogenic substrate; Diacylglycerol lipase-beta (Homo sapiens), Q8NCG7; in the data active = inhibition above about 34%;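 also: 0% = enzyme with vehicle and 100% = wells lacking enzyme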
Target sequence (Q8NCG7 whole entry, looked up): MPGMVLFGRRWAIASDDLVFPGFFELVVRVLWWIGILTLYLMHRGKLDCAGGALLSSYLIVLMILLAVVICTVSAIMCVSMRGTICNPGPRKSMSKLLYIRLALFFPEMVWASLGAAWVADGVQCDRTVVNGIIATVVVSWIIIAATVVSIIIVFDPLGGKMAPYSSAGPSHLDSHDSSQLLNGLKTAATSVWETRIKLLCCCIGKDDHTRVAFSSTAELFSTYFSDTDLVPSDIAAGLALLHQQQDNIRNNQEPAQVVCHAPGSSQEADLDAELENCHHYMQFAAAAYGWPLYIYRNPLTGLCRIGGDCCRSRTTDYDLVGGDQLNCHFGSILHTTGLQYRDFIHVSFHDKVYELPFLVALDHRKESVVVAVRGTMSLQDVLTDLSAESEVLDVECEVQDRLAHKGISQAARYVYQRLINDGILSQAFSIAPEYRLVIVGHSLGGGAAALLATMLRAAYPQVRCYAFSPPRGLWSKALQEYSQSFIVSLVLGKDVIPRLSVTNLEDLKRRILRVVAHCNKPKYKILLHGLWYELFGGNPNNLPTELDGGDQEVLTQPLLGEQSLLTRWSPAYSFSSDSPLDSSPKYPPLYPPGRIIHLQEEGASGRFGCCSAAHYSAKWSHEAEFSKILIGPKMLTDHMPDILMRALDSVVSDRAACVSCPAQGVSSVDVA
CAL PDZ FP-1 – untagged CAL PDZ binding inhibitors, primary screen, biochemical, fluorescence polarization, HTS | AID 602252, 2012 | purified CAL PDZ, TMR-peptide fluorescence polarization, 1 h | Golgi-associated PDZ and coiled-coil motif-containing protein (Homo sapiens), Q9HD26 | hit rate 0.92% among 300,000 | inhibition, % at 24.9 µM;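 active = mean inhibition of at least 30% with at least half of replicates also reaching 30%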;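 also: 0% = DMSO neutral control and 100% = excess unlabeled competitor peptide PRC23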
NSD2 inh – NSD2 histone methyltransferase inhibitors, primary screen, biochemical, AlphaScreen, single concentration, set 2. Histone-lysine N-methyltransferase NSD2 (Homo sapiens), O96028. NSD2 peptide methylation, 120 min. inhibition, % at 12.5 µM. hit rate 0.54% among 310,000. AID 743445, 2014; in the data active = inhibition above about 50%
CAL PDZ FP-2 – CAL PDZ peptide-binding inhibitors, primary screen, biochemical, fluorescence polarization, Cer-tagged CAL PDZ, HTS; inhibition, % at 20 µM; hit rate 0.02% among 330,000; purified CAL PDZ, TMR-peptide fluorescence polarization, 1 h; AID 504414, 2011; Golgi-associated PDZ and coiled-coil motif-containing protein (Homo sapiens), Q9HD26;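 active = highest replicate inhibition of at least 40%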;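 also: plate controls were DMSO neutral control wells for no effect and unlabeled competitor peptide control wells for full effect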
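material = purified tagged CAL PDZ domain construct (CerCALP) | compound dosing = 20 µM, one dose | times = 1 h at RT | measured by = fluorescence polarization from S- and P-plane intensities, G-factor corrected | read-out = inhibition from polarization loss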
C-LANA FP – inhibitors of KSHV C-LANA binding to DNA, primary screen, biochemical, fluorescence polarization, FAM-LBS DNA, MBP-C-LANA, single point; inhibition, % at 9 µM; hit rate 0.078% among 340,000;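 active = highest replicate inhibition at or above 60% at 9 µM, even if other replicates fall short; inactive = all replicates below 60% inhibition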;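 also: 0% = neutral control wells and 100% = 4 µM acridine orange control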
Arrestin-AP2 inh – inhibitors of beta-arrestin/AP2 binding, primary screen, biochemical, GPCR trafficking, flow cytometry; beta-arrestin 1 C-terminal peptide binding to AP2 beta2-adaptin appendage (human); FITC-arrestin peptide / GST-AP2 beads; AP2 beta2 appendage carries R879A mutation; inhibition, % at 10 µM; hit rate 0.31% among 340,000; AID 504490, 2011;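 active = inhibition above a set limit, near 3 SD of compounds lacking own fluorescence, cut at about 54% in these data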;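 also: plate controls were DMSO wells for no effect and 5 µM unlabelled arrestin peptide for full effect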
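Test system: GST-tagged AP2 beta2-adaptin appendage (R879A) on 4 µm glutathione beads; also added: fluorescein-tagged arrestin peptide at 50 nM final; timing: 12 min plus 1 h, RT; signal: flow cytometry, FL1 (488/535 nm); read-out: percent drop in bead-associated FITC signal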
An asterisk follows results filed as active; . = not tested or not shown.

SMILES	RTF Ca sens inh	V-ATPase pHluor	Keap1-Nrf2 PPI	Pemphigus Ab inh	DAGLB inhibitor	CAL PDZ FP-1	NSD2 inh	CAL PDZ FP-2	C-LANA FP	Arrestin-AP2 inh
Cc1nc2c(C)cccn2c(=O)c1NC(=O)c1cccc2ccccc12	-3	1	2	100	-2	1	-1	-3.5	0.4	-4
Cc1ccccc1/C=N/n1c(COc2ccccc2)n[nH]c1=S	-2	-3	-4	98	3	-4	-1	0.0	0.5	-16
Cc1ccccc1CC1SC(N)=NC1=O (configuration not stated)	-4	-2	-1	99	-6	-4	-1	0.1	-4.3	26
O=C(Nc1ccc(NC(=O)c2ccccc2Cl)nc1)c1ccncc1	-8	3	6	104	1	3	-3	-0.7	-0.3	-3
Cc1ccc(C(=O)Oc2cc(C)[nH]c(=O)c2[N+](=O)[O-])cc1	-22	-1	-5	99	1	-3	27	-1.6	-0.3	6
CCOc1ccccc1C(=O)NC(C)c1ccc(-n2ccnc2)cc1 (configuration not stated)	-4	4	2	109	1	-3	2	-1.9	2.6	29
CC(=O)c1nn(-c2ccccc2)cc1C(=O)c1ccc(Br)cc1	-9	1	1	88	-1	-9	-1	-1.0	-0.3	104*
COC(=O)c1ccc(NC(=O)CN2C(=O)CSC2=O)cc1	0	-6	-1	102	0	-3	1	-1.9	0.1	25
COc1ccc(NC(=O)Nc2cc(C)cc(C)c2)cn1	-10	4	5	118	0	.	-2	-0.2	15	-1
COc1cccc(CN(C)S(=O)(=O)c2ccc3c(c2)OCCO3)c1	-1	-1	0	96	-12	-3	-3	-2.5	-0.1	6
Cc1cc(OCCCn2ccnc2)cc(C)c1Cl	-7	3	2	108	-1	-7	8	.	-1.1	8
Cc1ccc(C)c2[nH]c(=O)c(CCNC(=O)c3ccc(Br)o3)cc12	-2	0	1	105	0	1	.	-1.4	1.1	5
CC(=O)Nc1ccc(S(=O)(=O)NCCCCNS(=O)(=O)c2ccc(NC(C)=O)cc2)cc1	-5	3	-1	.	-3	-1	-3	.	-1.0	-18
O=S(=O)(c1ccc(-c2nnc(SCc3ccccc3)o2)cc1)N1CCCC1	1	3	-1	66	-3	2	0	-0.7	-1.4	-6
O=C(c1ccccc1O)N1CCOCC1	-13	1	-1	96	1	-4	1	-2.9	2.1	0
Cn1c(=O)c2ccccc2n(CC(=O)NC2CCCC2)c1=O	-11	2	-1	108	1	-10	2	-1.3	0.1	6
O=C(CN1C(=O)S/C(=C\c2ccccc2F)C1=O)Nc1ccccc1O	-4	-3	-6	88	1	-3	1	-0.9	2.1	17
CCCn1c(-c2cccnc2Cl)nc2cc(Cl)c(Cl)cc21	-5	-5	4	122	-2	.	-2	-0.4	0.7	-13
COc1ccc(/C=C/C(=O)OCC(=O)NCc2ccco2)cc1OC	-20	8	-1	94	-1	-2	0	-1.1	-1.0	-8
COc1ccc(-c2nc(CSCC(=O)NC3CCCc4ccccc43)c(C)o2)cc1OC (configuration not stated)	9	0	-1	105	-3	-1	-2	-3.5	-1.3	-6
CC1CCc2sc(C(=O)NC(C)C3CCCO3)cc2C1 (configuration not stated)	-10	-4	-3	100	-2	-4	0	-0.8	-1.8	2
CCN(CC)C(=O)CSC(Nc1ccc(F)cc1)=C(C#N)C#N	-10	-5	-13	113	3	.	13	-1.3	-11	-5
O=c1cc(-c2ccccc2)nc2nc(-c3ccco3)[nH]n12	4	2	2	99	2	1	9	1.5	-1.1	1
Cc1ccn(CC(C)C(=O)O)n1 (configuration not stated)	-3	1	-3	100	1	0	-1	-2.1	-1.7	6
Cc1oc2c(c1C(=O)NCc1cc(C(=O)O)co1)CCCC2	1	2	1	.	1	-1	0	0.1	1.7	-10
CCOc1ccc(C(C(=O)NC2CCCC2)N(C(=O)c2snc(C(N)=O)c2N)c2cccc(O)c2)cc1 (configuration not stated)	-6	3	-6	95	2	-2	-1	-3.1	0.9	-5
CCOC(=O)c1ccc(NC(c2ccc(N(C)C)cc2)P(=O)(OC(C)C)OC(C)C)cc1 (configuration not stated)	-10	1	-4	100	1	-4	0	0.0	-0.9	-2
O=C(CN(Cc1ccccc1)S(=O)(=O)c1ccc(Br)cc1)NCC1CCCO1 (configuration not stated)	-5	-1	-8	112	-1	2	-10	-2.5	1.3	0
COCCn1c(C)cc(C(=O)CSc2nc3ccccc3c(=O)n2Cc2ccco2)c1C	-3	-5	-6	84	-1	-4	-2	-0.7	0.6	-2
CSc1snnc1-c1ccccc1	6	-1	2	103	-3	1	-10	0.5	0.8	45
CCN(CC)CCN1C(=O)C(O)=C(C(=O)c2cccs2)C1c1ccccn1 (configuration not stated)	-9	5	0	101	-3	.	0	.	5.7	10
Cn1c[n+](C)cc1/C=N/O	-5	7	1	94	1	7	27	-0.4	-0.2	-4
CN(CC(=O)NCc1ccc(F)cc1)Cc1ccc(Br)cc1	-6	-3	2	111	-2	.	-6	-0.1	0.3	-7
COc1ccc2c(c1)CCCC21NC(=O)N(CC(=O)NC(=O)NCc2ccccc2)C1=O (configuration not stated)	1	5	2	129	2	-7	.	-1.9	-0.4	-6
CCOc1ccc2nc(NC(=O)CSC3=NCCS3)sc2c1	-55	-1	-5	107	-7	-2	-1	.	0.2	2
O=C(N/N=C/c1cccc(Oc2ccccc2)c1)c1ccc(O)cc1O	-7	0	-1	108	-5	-4	1	-2.7	2.8	-4
Cc1nc2nc(-c3ccco3)[nH]n2c(=O)c1C	-4	8	8	65*	1	.	-8	-3.7	-1.2	-1
O=C(C/C=N\O)Nc1ccc(Oc2ccccc2)cc1	0	-3	-2	95	0	6	-8	0.2	0.8	31
CCN(CC)c1nc2cc(C)ccc2cc1/C=C(\C#N)C(N)=O	-6	4	-46	96	8	-1	0	-3.4	0.2	8
O=C(c1c[nH]c2ccc(S(=O)(=O)N3CCC4(CC3)OCCO4)cc2c1=O)N1CCOCC1	6	-3	-1	96	0	-3	1	0.1	2.0	-1
Cc1ccc(-c2nc(CN(C)C(C3CC3)C3CC3)c(C)o2)cc1	-6	-3	2	103	-1	5	-2	-0.3	-0.5	-12
N#Cc1cc2c(nc1SCC(=O)N1CCCCC1)CCCCC2	2	1	-9	103	-8	-2	-2	-3.0	0.4	10
CCC(=Nc1ccccc1OC)C1=C(O)CC(c2ccccc2)CC1=O (configuration not stated)	1	1	-3	106	-1	0	1	0.2	-0.6	12
COc1cc2nc(CN3C(=O)c4ccccc4C3=O)oc(=O)c2cc1OC	-3	1	-9	114	-3	-7	4	-3.9	-2.5	2
C=CCn1c(SCC(=O)N(C)C2CCS(=O)(=O)C2)nc2ccccc2c1=O (configuration not stated)	-9	-1	-7	98	3	1	-12	-2.8	1.3	0
CCOc1cc2c(cc1OCC)CN(CC(=O)Nc1ccccc1C(=O)NC1CC1)CC2	-10	0	-4	125	-4	-3	-1	-0.4	-1.2	24
Clc1ccc(Cn2cc(/C=N/n3cnnc3)c3ccccc32)cc1	0	2	1	.	0	-5	0	-2.4	-0.9	.
O=C(NC1CCCCCC1)c1nnc(Cc2ccc(Cl)cc2)o1	-7	1	-5	95	-8	.	.	-1.3	0.5	2
O=C(COC(=O)CNC(=O)c1sc2ccccc2c1Cl)Nc1cc(Cl)cc(Cl)c1	4	-2	-2	103	-1	0	.	-1.3	1.2	4
CCOc1ccc(S(=O)(=O)NCCC(=O)N(C)CC(=O)Nc2ccc(N3CCOCC3)cc2)cc1	0	-5	1	127	-1	-6	-2	-0.9	-1.8	-6

An excerpt of these results, with values under each structure:
Each structure is followed by: RTF Ca sens inh, V-ATPase pHluor, Keap1-Nrf2 PPI, Pemphigus Ab inh, DAGLB inhibitor, CAL PDZ FP-1, NSD2 inh, CAL PDZ FP-2, C-LANA FP, Arrestin-AP2 inh
Cc1ccc(-c2nc(CN(C)C(C3CC3)C3CC3)c(C)o2)cc1
    -6, -3, 2, 103, -1, 5, -2, -0.3, -0.5, -12
N#Cc1cc2c(nc1SCC(=O)N1CCCCC1)CCCCC2
    2, 1, -9, 103, -8, -2, -2, -3.0, 0.4, 10

Among those listed so far, twelve contain a halogen:
SMILES	RTF Ca sens inh	V-ATPase pHluor	Keap1-Nrf2 PPI	Pemphigus Ab inh	DAGLB inhibitor	CAL PDZ FP-1	NSD2 inh	CAL PDZ FP-2	C-LANA FP	Arrestin-AP2 inh
O=C(Nc1ccc(NC(=O)c2ccccc2Cl)nc1)c1ccncc1	-8	3	6	104	1	3	-3	-0.7	-0.3	-3
CC(=O)c1nn(-c2ccccc2)cc1C(=O)c1ccc(Br)cc1	-9	1	1	88	-1	-9	-1	-1.0	-0.3	104*
Cc1cc(OCCCn2ccnc2)cc(C)c1Cl	-7	3	2	108	-1	-7	8	.	-1.1	8
Cc1ccc(C)c2[nH]c(=O)c(CCNC(=O)c3ccc(Br)o3)cc12	-2	0	1	105	0	1	.	-1.4	1.1	5
O=C(CN1C(=O)S/C(=C\c2ccccc2F)C1=O)Nc1ccccc1O	-4	-3	-6	88	1	-3	1	-0.9	2.1	17
CCCn1c(-c2cccnc2Cl)nc2cc(Cl)c(Cl)cc21	-5	-5	4	122	-2	.	-2	-0.4	0.7	-13
CCN(CC)C(=O)CSC(Nc1ccc(F)cc1)=C(C#N)C#N	-10	-5	-13	113	3	.	13	-1.3	-11	-5
O=C(CN(Cc1ccccc1)S(=O)(=O)c1ccc(Br)cc1)NCC1CCCO1 (configuration not stated)	-5	-1	-8	112	-1	2	-10	-2.5	1.3	0
CN(CC(=O)NCc1ccc(F)cc1)Cc1ccc(Br)cc1	-6	-3	2	111	-2	.	-6	-0.1	0.3	-7
Clc1ccc(Cn2cc(/C=N/n3cnnc3)c3ccccc32)cc1	0	2	1	.	0	-5	0	-2.4	-0.9	.
O=C(NC1CCCCCC1)c1nnc(Cc2ccc(Cl)cc2)o1	-7	1	-5	95	-8	.	.	-1.3	0.5	2
O=C(COC(=O)CNC(=O)c1sc2ccccc2c1Cl)Nc1cc(Cl)cc(Cl)c1	4	-2	-2	103	-1	0	.	-1.3	1.2	4

Only part of the results is shown (hit frequency here may not be typical).
